PAFAH1B3 FP inh: PAFAH1B3 enzyme inhibitors, primary screen, biochemical, fluorescence polarization, human; recombinant PAFAH1B3, FP-rhodamine probe; inhibition, % at 3.39 µM; 0.28% of 340,000 active; AID 492972, 2010;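 active = inhibition above the screen-wide average of all tested compounds plus 3 SD, cut at about 25% in these data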;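 note: 0% = enzyme with DMSO only and 100% = wells lacking PAFAH1B3 protein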
PAD4 inh: human PAD4 inhibitors, primary screen, biochemical, fluorescence polarization, 1536-well format; 0.41% of 330,000 active; recombinant PAD4, RCA probe fluorescence polarization; inhibition, % at 6.36 µM;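 active = percent inhibition above a cutoff equal to the mean of all tested compounds plus 3 SD, cut at about 15% in these data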;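 note: 0% = PAD4 with RCA probe and DMSO and 100% = probe without PAD4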
pPAFAH FP inh: pPAFAH enzyme inhibitors, primary screen, biochemical, fluorescence polarization, human; Platelet-activating factor acetylhydrolase (Homo sapiens), Q13093; recombinant pPAFAH, FP-rhodamine probe fluorescence polarization; inhibition, % at 3.39 µM; 1.5% of 330,000 active;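 active = inhibition above the mean inhibition across the screen plus 3 SD, cut at about 25% in these data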;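 note: inhibitors block binding of the rhodamine activity-based probe so polarization drops; 0% = enzyme with DMSO and 100% = wells lacking pPAFAH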
LYPLA1 counter: LYPLA1 inhibitors, primary screen, counter-screen for PME1 inhibitor project, biochemical, fluorescence polarization, FP-Rh probe ABPP; Acyl-protein thioesterase 1 (Homo sapiens), O75608; recombinant LYPLA1; inhibition, % at 5.9 µM; 0.16% of 320,000 active; AID 2174, 2009;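 active = inhibition above the mean of all tested compounds plus 3 SD, set per campaign, cut at about 14% in these data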;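 note: inhibitors block serine hydrolase probe labeling of LYPLA1 so polarization falls; 0% = enzyme with DMSO and 100% = wells lacking LYPLA1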
PAFAH1B2 FP inh: PAFAH1B2 enzyme inhibitors, primary screen, biochemical, fluorescence polarization, human. recombinant PAFAH1B2, FP-rhodamine activity probe. AID 492953, 2010. inhibition, % at 3.39 µM. 1.2% of 340,000 active;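 active = inhibition above the mean of all tested compounds plus 3 SD, cut at about 24% in these data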;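 note: 0% = enzyme with DMSO and 100% = wells lacking PAFAH1B2; many of its hits are not listed in these tables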
PAFAH2 inh: PAFAH2 enzyme inhibitors, primary screen, biochemical, fluorescence polarization, human. recombinant PAFAH2, FP-rhodamine activity probe. Platelet-activating factor acetylhydrolase 2, cytoplasmic (Homo sapiens), Q99487. inhibition, % at 3.39 µM. 0.99% of 340,000 active;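 active = inhibition above the mean over all tested compounds plus 3 SD, cut at about 30% in these data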;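 note: inhibitors block probe labeling of enzyme so polarization drops; 0% = enzyme with DMSO and 100% = wells lacking PAFAH2 protein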
GSTO1 inh: inhibitors of recombinant GSTO1, primary screen, counter-screen for RBBP9 inhibitor project, biochemical, fluorescence polarization; Glutathione S-transferase omega-1 (Homo sapiens), P78417; activity-based probe fluorescence polarization; inhibition, % at 5.96 µM; 1.1% of 300,000 active;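 active = inhibition above the campaign mean inhibition plus 3 SD, cut at about 35% in these data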;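 note: 0% = GSTO1-1 with DMSO and 100% = wells lacking GSTO1-1 enzyme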
Target sequence (P78417 whole entry, looked up): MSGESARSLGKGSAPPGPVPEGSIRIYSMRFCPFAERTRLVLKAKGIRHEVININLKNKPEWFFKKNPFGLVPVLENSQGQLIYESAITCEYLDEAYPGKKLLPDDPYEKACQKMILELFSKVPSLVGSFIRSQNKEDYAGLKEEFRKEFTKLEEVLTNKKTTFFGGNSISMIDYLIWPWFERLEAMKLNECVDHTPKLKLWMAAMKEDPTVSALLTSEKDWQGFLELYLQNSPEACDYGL
PME-1 inh: PME-1 inhibitors via competitive probe labeling, primary screen, biochemical, fluorescence polarization, FP-Rh probe, HTS; Protein phosphatase methylesterase 1 (Homo sapiens), Q9Y570; recombinant PME-1; inhibition, % at 5.9 µM; 0.53% of 320,000 active;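 active = inhibition above the campaign mean of all compounds plus 3 SD, cut at about 26% in these data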;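 note: competitive labeling of PME-1 active site by serine hydrolase directed probe; 0% = PME-1 with DMSO and 100% = wells lacking PME-1 enzyme; inhibitors block probe labeling so polarization falls and inhibition rises; many of its hits are not listed in these tables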
Target sequence (Q9Y570 whole entry, looked up): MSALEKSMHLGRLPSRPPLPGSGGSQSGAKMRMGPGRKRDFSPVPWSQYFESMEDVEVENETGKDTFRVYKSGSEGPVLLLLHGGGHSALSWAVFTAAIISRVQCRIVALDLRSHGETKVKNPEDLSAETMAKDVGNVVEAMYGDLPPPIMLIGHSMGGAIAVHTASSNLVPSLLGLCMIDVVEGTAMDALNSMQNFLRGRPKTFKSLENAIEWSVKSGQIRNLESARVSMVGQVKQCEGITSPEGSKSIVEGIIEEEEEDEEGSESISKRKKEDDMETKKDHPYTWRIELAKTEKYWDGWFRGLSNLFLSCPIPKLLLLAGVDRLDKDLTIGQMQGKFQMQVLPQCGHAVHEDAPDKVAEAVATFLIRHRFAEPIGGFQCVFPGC
LYPLA2 counter: LYPLA2 inhibitors, primary screen, counter-screen for PME1 inhibitor project, biochemical, fluorescence polarization, FP-Rh probe ABPP. Acyl-protein thioesterase 2 (Homo sapiens), O95372. recombinant LYPLA2. inhibition, % at 5.9 µM. 0.38% of 320,000 active. AID 2177, 2009;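 active = inhibition above the screen-wide mean plus 3 SD, limit set per campaign, cut at about 26% in these data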;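 note: 0% = LYPLA2 with DMSO and 100% = wells lacking LYPLA2 enzyme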
Target sequence (O95372 whole entry, looked up): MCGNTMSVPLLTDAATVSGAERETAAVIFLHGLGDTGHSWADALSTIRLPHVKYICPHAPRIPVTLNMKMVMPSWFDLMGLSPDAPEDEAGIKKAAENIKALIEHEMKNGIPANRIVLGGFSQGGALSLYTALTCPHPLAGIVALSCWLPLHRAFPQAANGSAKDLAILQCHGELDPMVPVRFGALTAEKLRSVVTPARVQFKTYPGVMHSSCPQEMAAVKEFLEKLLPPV
* = called active by the depositor.

How did CC1CCCC(NC(=O)COC(=O)/C=C/c2ccc(S(=O)(=O)N3CCOCC3)cc2)C1C (stereo not given) do in these assays?
PAFAH1B3 FP inh: -1; PAD4 inh: -1; pPAFAH FP inh: 5; LYPLA1 counter: 0; PAFAH1B2 FP inh: 2; PAFAH2 inh: 0; GSTO1 inh: -5; PME-1 inh: 2; LYPLA2 counter: 5

How did Cn1c(=O)c2c(SCc3c(F)cccc3Cl)nc(CC(C)(C)C)nc2n(C)c1=O do in these assays?
PAFAH1B3 FP inh: -5; PAD4 inh: 1; pPAFAH FP inh: 2; LYPLA1 counter: 0; PAFAH1B2 FP inh: -3; PAFAH2 inh: -3; GSTO1 inh: 5; PME-1 inh: 1; LYPLA2 counter: -2

What do the screens show for `CCOCCCNC(=S)N1C2CCC1CC(NC(=O)NC13CC4CC(CC(C4)C1)C3)C2` (stereo not given)?
PAFAH1B3 FP inh: 6; PAD4 inh: 3; pPAFAH FP inh: 5; LYPLA1 counter: 0; PAFAH1B2 FP inh: 1; PAFAH2 inh: 8; GSTO1 inh: -9; PME-1 inh: 1; LYPLA2 counter: -2

How did NNC(=O)CSc1nc(-c2ccccc2)cn1-c1ccccc1 do in these assays?
PAFAH1B3 FP inh: 8; PAD4 inh: 1; pPAFAH FP inh: 2; LYPLA1 counter: -1; PAFAH1B2 FP inh: 6; PAFAH2 inh: 0; GSTO1 inh: -13; PME-1 inh: -2; LYPLA2 counter: 0

What do the screens show for `COCCCNC(=O)CN(CCc1ccccc1)S(=O)(=O)c1ccc(C)cc1`?
PAFAH1B3 FP inh: -2; PAD4 inh: -2; pPAFAH FP inh: 5; LYPLA1 counter: 1; PAFAH1B2 FP inh: -5; PAFAH2 inh: -1; GSTO1 inh: 14; PME-1 inh: -2; LYPLA2 counter: 4

Results for CCCn1c(=O)c(Cc2ccccc2)c(O)c2ccccc21 ?
PAFAH1B3 FP inh: 5; PAD4 inh: -1; pPAFAH FP inh: 6; LYPLA1 counter: -1; PAFAH1B2 FP inh: 4; PAFAH2 inh: 6; GSTO1 inh: 2; PME-1 inh: 2; LYPLA2 counter: 7

What do the screens show for `CCCOc1ccc(C(=O)NC2CCSc3ccccc32)cc1` (stereo not given)?
PAFAH1B3 FP inh: -1; PAD4 inh: 3; pPAFAH FP inh: -2; LYPLA1 counter: -1; PAFAH1B2 FP inh: 4; PAFAH2 inh: -6; GSTO1 inh: -5; PME-1 inh: 2; LYPLA2 counter: 4

What do the screens show for `CCOc1ccc(C(=O)Nc2ccc(Cc3ccncc3)cc2)cc1Br`?
PAFAH1B3 FP inh: 0; PAD4 inh: -2; pPAFAH FP inh: -24; LYPLA1 counter: -23; PAFAH1B2 FP inh: -3; PAFAH2 inh: -7; GSTO1 inh: -53; PME-1 inh: -10; LYPLA2 counter: -37

What do the screens show for `O=C(N/N=C\c1ccccn1)C1c2ccccc2Oc2ccccc21`?
PAFAH1B3 FP inh: 5; PAD4 inh: 2; pPAFAH FP inh: 0; LYPLA1 counter: -5; PAFAH1B2 FP inh: 6; PAFAH2 inh: 5; GSTO1 inh: 0; PME-1 inh: -2; LYPLA2 counter: 2

Results for O=C(/C=C/c1ccccc1Cl)Nc1ccncc1 ?
PAFAH1B3 FP inh: 3; PAD4 inh: -1; pPAFAH FP inh: -3; LYPLA1 counter: -10; PAFAH1B2 FP inh: 2; PAFAH2 inh: -1; GSTO1 inh: -14; PME-1 inh: 3; LYPLA2 counter: -2

Results for O=c1nc(/C=C/c2cccn2-c2ccc([N+](=O)[O-])cc2)cc(C(F)(F)F)[nH]1 ?
PAFAH1B3 FP inh: 1; PAD4 inh: -5; pPAFAH FP inh: 36*; LYPLA1 counter: -2; PAFAH1B2 FP inh: 9; PAFAH2 inh: 6; GSTO1 inh: 8; PME-1 inh: 5; LYPLA2 counter: 6

How did Cc1cc(OC(C)C)nc(NCc2ccccc2)n1 do in these assays?
PAFAH1B3 FP inh: 20; PAD4 inh: -1; pPAFAH FP inh: 1; LYPLA1 counter: 3; PAFAH1B2 FP inh: 11; PAFAH2 inh: 2; GSTO1 inh: -1; PME-1 inh: 1; LYPLA2 counter: 7

Results for CC1CN(C(=O)COC(=O)c2ccc(Cl)nc2)CC(C)O1 (stereo not given) ?
PAFAH1B3 FP inh: 5; PAD4 inh: 0; pPAFAH FP inh: 2; LYPLA1 counter: 2; PAFAH1B2 FP inh: -1; PAFAH2 inh: -6; GSTO1 inh: 4; PME-1 inh: -1; LYPLA2 counter: 8

What do the screens show for `O=C1NCN(CCO)CN1`?
PAFAH1B3 FP inh: 4; PAD4 inh: -2; pPAFAH FP inh: -8; LYPLA1 counter: 0; PAFAH1B2 FP inh: 5; PAFAH2 inh: 2; GSTO1 inh: -2; PME-1 inh: -9; LYPLA2 counter: -8

What do the screens show for `CC(=O)[C@@H]1[C@@H](C)N(Cc2ccccc2)C(=O)N[C@H]1c1cccc(C(F)(F)F)c1`?
PAFAH1B3 FP inh: 1; PAD4 inh: 1; pPAFAH FP inh: -1; LYPLA1 counter: 2; PAFAH1B2 FP inh: 5; PAFAH2 inh: -3; GSTO1 inh: 3; PME-1 inh: 1; LYPLA2 counter: 4

What do the screens show for `CC(=O)NC(CC(=O)OCC(=O)Nc1ccc2c(c1)OCO2)c1ccccc1` (stereo not given)?
PAFAH1B3 FP inh: 2; PAD4 inh: -1; pPAFAH FP inh: 3; LYPLA1 counter: -2; PAFAH1B2 FP inh: 9; PAFAH2 inh: 14; GSTO1 inh: 4; PME-1 inh: -1; LYPLA2 counter: -1

What do the screens show for `CC(CNC(=O)CN1C(=O)C(=O)N(C2CCCC2)C1=O)c1ccccc1` (stereo not given)?
PAFAH1B3 FP inh: -3; PAD4 inh: 2; pPAFAH FP inh: 0; LYPLA1 counter: -5; PAFAH1B2 FP inh: 21; PAFAH2 inh: 0; PME-1 inh: 2; LYPLA2 counter: 1

What do the screens show for `CCN(C(=O)COC(=O)c1cnc(C)cn1)c1c(N)n(Cc2ccccc2)c(=O)[nH]c1=O`?
PAFAH1B3 FP inh: 6; PAD4 inh: -1; pPAFAH FP inh: -1; LYPLA1 counter: -2; PAFAH1B2 FP inh: 3; PAFAH2 inh: -3; PME-1 inh: -2; LYPLA2 counter: -1

How did O=C(c1ccncc1)N1CCN(C(=O)c2ccncc2)CC1 do in these assays?
PAFAH1B3 FP inh: 13; PAD4 inh: -3; pPAFAH FP inh: -6; LYPLA1 counter: -3; PAFAH1B2 FP inh: 4; PAFAH2 inh: -7; GSTO1 inh: 4; PME-1 inh: 1; LYPLA2 counter: -1

How did CC(=O)Nc1ccc(S(=O)(=O)NCC2CCC(C(=O)NC3CCCCCC3)CC2)cc1 (stereo not given) do in these assays?
PAFAH1B3 FP inh: 9; PAD4 inh: -5; pPAFAH FP inh: 1; LYPLA1 counter: -3; PAFAH1B2 FP inh: 5; PAFAH2 inh: 5; GSTO1 inh: -2; PME-1 inh: 2; LYPLA2 counter: 0

Results for Cc1nnc(Nc2ccc(S(N)(=O)=O)cc2)c2ccccc12 ?
PAFAH1B3 FP inh: 4; PAD4 inh: 1; pPAFAH FP inh: 3; LYPLA1 counter: 4; PAFAH1B2 FP inh: 3; PAFAH2 inh: 1; GSTO1 inh: 9; PME-1 inh: 3; LYPLA2 counter: 6

How did O=S(=O)(c1ccccc1)c1nc(-c2ccccc2)oc1NCCCN1CCOCC1 do in these assays?
PAFAH1B3 FP inh: 3; PAD4 inh: -1; pPAFAH FP inh: -3; LYPLA1 counter: -6; PAFAH1B2 FP inh: 9; PAFAH2 inh: -17; GSTO1 inh: 0; PME-1 inh: -1; LYPLA2 counter: -2

What do the screens show for `CCN(CC)S(=O)(=O)c1ccc(N2CCN(C)CC2)c(NC(=O)COc2ccc(F)cc2Cl)c1`?
PAFAH1B3 FP inh: 10; PAD4 inh: 0; pPAFAH FP inh: 7; LYPLA1 counter: 2; PAFAH1B2 FP inh: -2; PAFAH2 inh: 7; GSTO1 inh: 7; PME-1 inh: 6; LYPLA2 counter: 2

What do the screens show for `CC(C)CCC[C@@H](C)[C@H]1CC[C@H]2[C@@H]3C(=O)C=C4C[C@@H](O)CC[C@]4(C)[C@H]3CC[C@]12C`?
PAFAH1B3 FP inh: 10; PAD4 inh: -9; pPAFAH FP inh: -6; LYPLA1 counter: 2; PAFAH1B2 FP inh: 0; PAFAH2 inh: -12; GSTO1 inh: 2; PME-1 inh: -5; LYPLA2 counter: 3

What do the screens show for `CC(C)NC(=O)CCCC(=O)NC(C)C`?
PAFAH1B3 FP inh: 0; PAD4 inh: -21; pPAFAH FP inh: 2; LYPLA1 counter: 0; PAFAH1B2 FP inh: -1; PAFAH2 inh: -5; GSTO1 inh: 7; PME-1 inh: 3; LYPLA2 counter: 1

How did Cc1nc(N2CCOCC2)c2c3c(sc2n1)CCC3 do in these assays?
PAFAH1B3 FP inh: 5; PAD4 inh: -4; pPAFAH FP inh: -2; LYPLA1 counter: 1; PAFAH1B2 FP inh: 7; PAFAH2 inh: 9; GSTO1 inh: 0; PME-1 inh: -2; LYPLA2 counter: -2

Results for C[C@H]1CN([C@@H](C)CO)C(=O)Cc2cc(NS(=O)(=O)c3cccs3)ccc2O[C@H]1CN(C)S(=O)(=O)c1cn(C)cn1 ?
PAFAH1B3 FP inh: 6; PAD4 inh: -7; pPAFAH FP inh: -5; PAFAH1B2 FP inh: 3; PAFAH2 inh: 13

What do the screens show for `Cc1c(NC(NC(=O)CC(C)C)C(Cl)(Cl)Cl)c(=O)n(-c2ccccc2)n1C` (stereo not given)?
PAFAH1B3 FP inh: 8; PAD4 inh: 3; pPAFAH FP inh: 1; LYPLA1 counter: 2; PAFAH1B2 FP inh: 10; PAFAH2 inh: 8; GSTO1 inh: 3; PME-1 inh: -6; LYPLA2 counter: 3

Results for CN(C(=O)c1cc([N+](=O)[O-])ccc1NCc1cccnc1)c1ccccc1 ?
PAFAH1B3 FP inh: 8; PAD4 inh: -2; pPAFAH FP inh: 4; LYPLA1 counter: -6; PAFAH1B2 FP inh: 4; PAFAH2 inh: -2; GSTO1 inh: 0; PME-1 inh: -1; LYPLA2 counter: 3

How did O=C(NCc1cccc(Cl)c1)C1CCC(=O)N(C2CC2)C1 (stereo not given) do in these assays?
PAFAH1B3 FP inh: 7; PAD4 inh: 0; pPAFAH FP inh: 1; LYPLA1 counter: -2; PAFAH1B2 FP inh: 0; PAFAH2 inh: -1; GSTO1 inh: -2; PME-1 inh: 3; LYPLA2 counter: 2

Bioassay records from PubChem BioAssay.

An excerpt (hit frequency here may not be typical).
